DT40 TDP1 CPT: DT40-hTDP1 cell growth loss with CPT; chicken DT40 Tdp1-/-;hTDP1 cells + 20 nM CPT, ATP luminescence, 48 h; Potency, µM (series often up to 46.2 µM), without a hit: at the top dose activity change, negative = growth inhibition, most hits filed as inhibitors; hit rate 12% among 420,000; AID 686979; further: nearly all actives have a fitted effect of over 55% in size
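Cell growth measured by CellTiter-Glo luminescence after a minimum 48 h, 37 C compound exposure with 20 nM CPT in Tdp1-knockout DT40 cells stably expressing hTDP1, seeded 400/well; qHTS titration format.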
FEN1 inh: blocks human flap endonuclease 1; P39748; Recombinant FEN1 flap cleavage, fluorescence, 15 min; Potency, µM (titrated, usually from 114 µM), inactives show top-dose activity change, negative = inhibition, hits mostly inhibitors; hit rate 0.35% among 390,000; further: nearly all actives have a fitted effect of over 65% in size
Target sequence (P39748 whole entry, looked up): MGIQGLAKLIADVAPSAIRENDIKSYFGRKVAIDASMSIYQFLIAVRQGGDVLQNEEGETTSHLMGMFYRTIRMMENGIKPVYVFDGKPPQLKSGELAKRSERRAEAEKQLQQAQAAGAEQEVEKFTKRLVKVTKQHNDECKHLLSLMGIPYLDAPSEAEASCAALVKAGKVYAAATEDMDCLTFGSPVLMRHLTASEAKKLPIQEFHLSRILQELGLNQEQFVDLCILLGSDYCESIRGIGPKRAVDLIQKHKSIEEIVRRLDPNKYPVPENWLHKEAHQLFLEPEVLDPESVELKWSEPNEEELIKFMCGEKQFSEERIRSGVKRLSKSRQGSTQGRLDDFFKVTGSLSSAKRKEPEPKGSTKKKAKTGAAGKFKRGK
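Quantitative HTS format: each compound was titrated, incubated with 10 nM nuclease for 15 min at room temperature, then challenged with flap substrate at 50 nM final. Signal change over 15 min gave concentration–effect curves.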
GCN5L2 inh: inhibitors of human GCN5L2 histone acetyltransferase; Q92830; hit rate 0.21% among 390,000; GCN5L2 HAT assay, ThioGlo1 CoA-SH fluorescence; Potency, µM (series often up to 58.9 µM), without a hit: at the highest dose activity change, negative = inhibition, usual class: inhibitors; AID 504327
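Titration-based screen in which CoA formation is detected via maleimide probe ThioGlo1 (50uM) turning fluorescent on thiol reaction; substrates H3(1-25) 75uM and acetyl-CoA 70uM, GCN5L2 20nM, 20 min incubation at room temperature.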
Active calls of the source: *; ? = inconclusive; · = not tested or not shown; & = joins results of further samples; [ ] = another dose, or the depositor's remark. The call rests on the fitted dose curve; in most records, active means well fitted curve in the direction sought with a large enough effect; inconclusive means small, poorly fitted or top-dose-only effect, or another doubt; inactive means no such curve, though single readings can be large; an effect the other way counts as inactive or inconclusive. On the % scale 0 is the no-effect control and ±100 the full control effect; potency means the concentration at half of the fitted maximal effect.

Results follow in this order: GCN5L2 inh | DT40 TDP1 CPT | FEN1 inh
O=C(NCc1ccccc1)C(c1ccco1)N(C(=O)c1csnn1)c1ccccc1 (stereo unspecified)
→ -1.6% | 0.0% | -14.7%
COc1cc(C(=O)N(Cc2ccc(N(C)C)cc2)C2CCS(=O)(=O)C2)cc(OC)c1OC (stereo unspecified)
→ 1.1% | -5.0% | 6.7%
CC(=O)NC(c1cc(Cl)c2cccnc2c1O)C(C)C (stereo unspecified)
→ -16.2%&-13.6% | · | -19.1%
CCCc1cnc(N2CCN(S(=O)(=O)c3cccs3)CC2)nc1
→ -1.9% | -4.5% | 9.3%
O=c1oc(-c2ccccc2Cl)nc2ccsc12
→ -4.3% | ? | 1.4%
CCn1c(CNC(=O)c2cccc(C)c2)nnc1SCC(=O)N1CCOCC1
→ 1.9% | 7.2% | -6.8%
CS(=O)(=O)c1cccc(C(=O)Nc2cccc(-c3nc4ccccc4[nH]3)c2)c1
→ -3.1% | ? | 4.9%
Cc1nc2cc(NCc3cc([N+](=O)[O-])ccc3O)ccc2n1Cc1ccccc1
→ 0.9% | -29.0% | -17.6%
COc1ccc(Cl)cc1NC(=O)Cn1cnc2sc(C)c(S(=O)(=O)N3CCN(c4ccccc4OC)CC3)c2c1=O
→ -11.1% | 7.31µM* | -2.3%
C[C@@H]1C(c2ccccc2)=NN(c2ccc(Br)cc2)[C@H]1C(=O)N1CCOC1=O
→ -17.7%&-18.2% | -28.4% | ?
COc1ccc(NC(=O)c2[nH]c(C)c(C(C)=O)c2C)cc1
→ -7.3% | -9.3% | 2.8%
COc1cccc(NC(=O)c2ccc3[nH]c(C)cc(=O)c3c2)c1
→ -11.1% | -16.0% | -5.8%
CC(=O)N1c2ccccc2C2CCCC[C@H]21 (stereo partly specified)
→ -6.2% | ? | -1.3%
O=C(c1cccc(Cl)c1)N1CCC(C(=O)N2CCN(Cc3ccccc3)CC2)CC1
→ -3.2% | ? | 1.8%
COc1ccc(CNC(=O)CN(C(=O)c2csnn2)c2cccc3c2CCCC3)cc1
→ -0.7% | -4.6% | 30.0%

Continued, starting with the last four of the part before.
Results follow in this order: GCN5L2 inh | DT40 TDP1 CPT | FEN1 inh
COc1cccc(NC(=O)c2ccc3[nH]c(C)cc(=O)c3c2)c1
→ -11.1% | -16.0% | -5.8%
CC(=O)N1c2ccccc2C2CCCC[C@H]21 (stereo partly specified)
→ -6.2% | ? | -1.3%
O=C(c1cccc(Cl)c1)N1CCC(C(=O)N2CCN(Cc3ccccc3)CC2)CC1
→ -3.2% | ? | 1.8%
COc1ccc(CNC(=O)CN(C(=O)c2csnn2)c2cccc3c2CCCC3)cc1
→ -0.7% | -4.6% | 30.0%
Oc1c(C(c2cccc(Cl)c2)N2CCOCC2)sc2nc(-c3ccco3)nn12 (stereo unspecified)
→ -0.1% | -5.1% | 17.4%
COc1ccc(S(=O)(=O)NCCc2sc(-c3ccccc3)nc2C)cc1OC
→ -2.6% | · | -1.5%
CCOc1ccc(-c2nnc(SCC(=O)NC(C)CC)nc2-c2ccc(OCC)c(OC)c2)cc1OC (stereo unspecified)
→ -9.1% | -25.8% | 12.8%
COc1ccc(CN(C)CC(=O)NC(=O)NC2CCCCC2)cc1
→ -4.2% | ? | 7.1%
CC(=O)Nc1cc2c(cc1NC(=O)c1cnccn1)OCCO2
→ -4.8% | 0.2% | 6.8%
N#Cc1c(SCC(=O)Nc2nc3ccccc3s2)sc2c(O)cc(=O)[nH]c12
→ ? | -2.8% | 17.8µM*
C=CCOC(=O)C(=O)/C=C/c1csc2ccccc12
→ -1.0% | -18.0% | -14.8%
O=C(OCC(=O)N1CCC(Cc2ccccc2)CC1)c1cc(Br)ccc1O
→ -0.7% | -26.0% | -18.8%
COc1ccc(N2CCN(CCCNC(=O)CC3Oc4ccc(C)cc4NC3=O)CC2)cc1 (stereo unspecified)
→ -21.4% | ? | 14.8%
CC1CCCC(NC(=O)c2n[nH]c(=O)c3ccccc23)C1C (stereo unspecified)
→ -4.7% | ? | 0.9%
COc1ccc(NC(=O)C2CCCN(C(=O)c3ccc(Cl)cc3)C2)cc1S(=O)(=O)N(C)C (stereo unspecified)
→ -7.2% | ? | 18.6%
COc1cccc(NC(=O)C2CC(=O)N=C(N)S2)c1 (stereo unspecified)
→ -5.8% | -29.7% | -2.0%
CC(=O)OCC(=O)C1(O)CCC2C3CCC4C(OC(C)=O)C(=O)CCC4(C)C3C(=O)CC21C (stereo unspecified)
→ · | 10.4% | -1.1%
CCOCCCNC(=S)N(CCN(C)C)Cc1cc2cc3c(cc2[nH]c1=O)OCCO3
→ ? | -22.6% | -14.2%
COc1ncnc(OC)c1S(=O)(=O)Nc1ccc(C(F)(F)F)cc1
→ -1.6% | 2.5% | 2.8%

An excerpt of these results, tab-delimited.
Molecule	GCN5L2 inh	DT40 TDP1 CPT	FEN1 inh
COc1ccc(N2CCN(CCCNC(=O)CC3Oc4ccc(C)cc4NC3=O)CC2)cc1 (stereo unspecified)	-21.4%	?	14.8%
CC1CCCC(NC(=O)c2n[nH]c(=O)c3ccccc23)C1C (stereo unspecified)	-4.7%	?	0.9%
COc1ccc(NC(=O)C2CCCN(C(=O)c3ccc(Cl)cc3)C2)cc1S(=O)(=O)N(C)C (stereo unspecified)	-7.2%	?	18.6%

(listing goes on)
Results follow in this order: GCN5L2 inh | DT40 TDP1 CPT | FEN1 inh
CN1C(=O)/C(=C/c2ccccc2F)Sc2ccc(C(=O)N3CCCC3)cc21
→ -3.6% | ? | -24.4%
Cn1c(=O)c2cc(S(=O)(=O)NC(C(=O)N3CCCCCC3)c3ccccc3)ccc2n(C)c1=O (stereo unspecified)
→ -1.9% | -7.0% | 1.8%
CC(=O)Nc1ccccc1C(F)(F)F
→ -7.8% | 3.6% | -1.9%
O=[N+]([O-])c1cccc(-c2nnn(C34CC5CC(CC(C5)C3)C4)n2)c1
→ -3.4% | ? | -11.0%
CS(=O)(=O)Nc1cccc(-c2ccc3ncnc(N4CCOCC4)c3c2)c1
→ ? | 4.11µM* | ·
O=C(CNC(=O)c1ccc(Cl)cc1)OCn1nnc2ccccc2c1=O
→ 1.9% | ? | -2.9%
CCC(=O)c1cn(CC(=O)Nc2ccc(OC)cc2)c2ccccc12
→ -17.7% | -14.1% | 23.1%
O=C(c1ccc(CS(=O)(=O)c2cccc(C(F)(F)F)c2)o1)N1CCN(c2ccccn2)CC1
→ -1.8% | ? | 2.2%
CCCCOC(=O)CSc1nnc(-c2ccc(Cl)cc2Cl)o1
→ 29.2% | -1.3% | 0.0%
S=C(N/N=C/c1ccc2ncccc2c1)Nc1cccnc1
→ -6.2% | -19.8% | 15.3%
O=C(CCNC(=O)c1ccc(Br)cc1)Nc1cccc(S(=O)(=O)N2CCCCCC2)c1
→ -9.4% | 13µM* | 9.7%
Cn1cccc1CC(=O)N/N=C/c1ccc(C(C)(C)C)cc1
→ 1.3% | -36.5% | 16.7%
Cc1ncoc1C(=O)NC1CC(C)(C)Cc2c1cnn2-c1ccc(F)cc1 (stereo unspecified)
→ -5.5% | -14.9% | -5.9%
Cc1c(NC(=O)CN2CCN(C(c3ccccc3)c3ccccc3)CC2)c(=O)n(-c2ccccc2)n1C
→ 1.4% | 7.4% | -1.4%
CCCCN(Cc1cc2cc(OC)ccc2[nH]c1=O)S(=O)(=O)c1ccc(C)cc1
→ -23.7% | 10.3µM* | 4.9%
CCCCCOc1ccc(C(O)C(CN2CCOCC2)c2ccccc2)cc1 (stereo unspecified)
→ -12.8% | ? | -15.7%
COc1cc(C2c3c(oc4ccccc4c3=O)C(=O)N2Cc2ccccc2Cl)ccc1O (stereo unspecified)
→ -0.2% | -1.1% | -8.0%
COc1ccc(N(CC(=O)Nc2ccccc2OC)S(=O)(=O)c2ccc(NC(C)=O)cc2)cc1
→ 1.6% | 5.17µM* | -3.0%
COCC(C)n1c(C)cc(C(=O)CSc2nnc(Nc3ccccc3F)s2)c1C (stereo unspecified)
→ -0.3% | 23.1µM* | -12.3%
CCC(c1nnc(SCC(=O)NCCc2ccc(OC)c(OC)c2)n1Cc1ccccc1)N(C)C (stereo unspecified)
→ 30.6%[activator] | -12.4% | -10.7%
CC/C(=C/c1ccccc1OC)c1cc(-c2ccccc2)cc2oc3ccccc3c12
→ · | ? | -18.9%
O=C(Nc1ccc(F)cc1)c1ccc(CN2CC(=O)N3CCCCC3C2=O)cc1 (stereo unspecified)
→ 0.5% | -3.0% | 1.9%
[O-][N+]1=c2ccc(Nc3ccccc3)cc2=NC12CCCCC2
→ -8.4% | 3.66µM* | 4.3%
CCCOc1nc2c(c(=O)n(C)c(=O)n2C)n1Cc1cccc2ccccc12
→ 0.1% | 11.6µM* | -21.5%
Cc1noc(C)c1COc1cccc(C(=O)Nc2ccc(Br)cc2F)c1
→ -12.6% | 8.2µM* | -2.3%
COc1ccc(N2CCN(C(=O)Cn3cnc4nc5c(cc4c3=O)CCCC5)CC2)cc1
→ -3.6% | -5.2% | -5.6%
Cc1ccc(NC(=O)CCS(=O)(=O)c2ccc(Br)cc2)nc1
→ 3.0% | ? | -7.1%
O=C1C2CCCN2C(c2ccc(F)cc2)N1c1ccc(Cl)cc1 (stereo unspecified)
→ -6.9% | 5.7% | -13.5%
CCCc1cc(=O)n2[nH]c(SCc3ccc(Cl)cc3)nc2n1
→ -2.8% | ? | 9.2%
CC(C)NC(=O)c1ccc(-c2cc(C(F)(F)F)ccc2Cl)o1
→ -5.2% | -17.2% | 10.8%

Not a retest: an excerpt of the list.
Results follow in this order: GCN5L2 inh | DT40 TDP1 CPT | FEN1 inh
CCCCCOc1ccc(C(O)C(CN2CCOCC2)c2ccccc2)cc1 (stereo unspecified)
→ -12.8% | ? | -15.7%
COc1cc(C2c3c(oc4ccccc4c3=O)C(=O)N2Cc2ccccc2Cl)ccc1O (stereo unspecified)
→ -0.2% | -1.1% | -8.0%

The results go on:
Results follow in this order: GCN5L2 inh | DT40 TDP1 CPT | FEN1 inh
Cc1c(C(=O)Nc2ccc(F)cc2)cn2c(nc3ccccc32)c1C#N
→ 4.0% | -27.7% | 8.8%
Cc1ccc(S(=O)(=O)N(C)CC(=O)N2CCCC2)cc1
→ -1.9% | -8.0% | -0.3%
Cc1cc(NC(=O)CSc2nc(C3CCCCC3)nc3ccccc23)no1
→ -12.5% | ? | -6.6%
CCOc1cc(C2C(C#N)=C(N)Oc3n[nH]c(CC)c32)ccc1OCCN1CCOCC1 (stereo unspecified)
→ -21.2% | -17.5% | -4.2%
COc1ccc(NS(=O)(=O)c2cccc(NC(=O)C3=NN(c4ccccc4)C(=O)CC3)c2)cc1
→ -9.9% | ? | 9.4%
COC(=O)C1=C(C)N(c2ccc(C)c(C)c2)/C(=C/c2ccco2)C1=O
→ -17.3% | ? | -0.1%
COc1ccc(NC(=O)C=C(C)C)cc1Cl
→ · | -28.4% | -14.9%
CCNc1ncc2nc(-c3ccc(F)cc3)c(=O)n(CCOC)c2n1
→ -18.5% | -21.6% | ·
COc1ccccc1NS(=O)(=O)c1cc(N=N/C(C(=O)Nc2ccc(Cl)cc2)=C(/C)O)ccc1C
→ -3.7% | -11.7% | -8.2%
CC(CCc1ccccc1)NCc1ccncc1 (stereo unspecified)
→ 2.1% | 0.1% | 12.9%
CCN(CC(F)(F)C(F)F)S(=O)(=O)c1ccc(NC(=O)OC)cc1
→ -26.5% | 25.9µM* | 0.4%
COc1ccc(CN2CC(=O)N(c3ccccc3OC)C2=S)cc1OC
→ -0.3% | -27.0% | 11.0%
Cn1c(CNS(=O)(=O)c2ccc(Br)cc2)n[nH]c1=S
→ 13.2% | -14.0% | 5.7%
COc1ccc(C2Nc3ccccc3C(=O)N2Cc2ccco2)cc1COc1ccc(F)cc1 (stereo unspecified)
→ 4.4% | ? | -4.9%
O=C(NCCc1ccc(F)cc1)C(=O)NCC(c1cccs1)S(=O)(=O)c1ccccc1 (stereo unspecified)
→ -7.2% | ? | 3.5%
Cc1ccccc1C(=O)N1CCC(C(=O)N(C)CCOc2ccccc2)CC1
→ 0.6% | ? | 6.7%
Cc1ccc2nc(NCCc3ccccc3)c3nncn3c2c1
→ 2.0%&5.7% | -17.0%&-6.3% | -16.1%&12.1%
S=C(NCCSCc1ccc(Cl)cc1)Nc1ccccc1
→ -1.9% | ? | -19.9%
CC(C)(C)OC(=O)N1CCC(c2c(C(=O)N3CCCCC3)cnn2-c2ccc(Cl)cc2)CC1
→ 1.1% | ? | 0.5%
O=C(CCc1nc(-c2cccs2)no1)Nc1ccccc1[N+](=O)[O-]
→ 1.2% | -7.9% | -4.7%
COC(=O)C(/C=N/OCc1ccc([N+](=O)[O-])cc1)NC(=O)c1ccccc1 (stereo unspecified)
→ 1.0% | -9.4% | 8.0%
CCCCn1c2nc3ccccc3nc2c2c(=O)n(CCC)cnc21
→ -2.8% | ? | -3.3%

This is a subset; the hit share may differ from the screen's.
